Screens from PubChem.
COUP-TFII inh: NR2F2 transcriptional activity inhibitors, primary screen, cell-based, luciferase reporter, HEK293T, luminescence | COUP transcription factor 2 (Homo sapiens), P24468 | 370,000 compounds, 0.7% hits | HEK293T NGFI-A luciferase reporter | inhibition, % at 8.6 µM;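 active = inhibition above a per-plate cutoff, mean inhibition of test wells between control levels plus 3 SD, cut at about 38% in these data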;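 also: cells cotransfected with COUP-TFII expression vector driving the NGFI-A reporter; 0% = median of COUP-TF2 test wells and 100% = reporter-only cells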
Target sequence (P24468 whole entry, looked up): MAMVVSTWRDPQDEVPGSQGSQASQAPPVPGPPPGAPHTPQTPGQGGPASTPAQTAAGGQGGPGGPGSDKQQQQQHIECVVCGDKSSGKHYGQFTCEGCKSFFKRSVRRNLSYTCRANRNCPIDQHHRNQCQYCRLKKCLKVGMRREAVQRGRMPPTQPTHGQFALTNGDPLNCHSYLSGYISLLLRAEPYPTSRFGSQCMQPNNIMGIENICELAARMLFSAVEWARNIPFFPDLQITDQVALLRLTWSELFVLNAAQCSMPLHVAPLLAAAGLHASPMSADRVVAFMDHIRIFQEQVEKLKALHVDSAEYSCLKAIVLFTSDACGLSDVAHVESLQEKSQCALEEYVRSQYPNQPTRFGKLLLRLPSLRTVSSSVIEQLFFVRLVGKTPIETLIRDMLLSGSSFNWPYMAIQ
KKLEB cytotox: cytotoxicity in KKLEB CF airway cells, primary screen, cytotoxicity control for CF NF-kB inhibitor project, cell-based, uHTS, fluorescence assay plates. activity change (cytotoxicity), % at 5 µM. KKLEB CF airway cells viability, ATPlite luminescence, overnight; hits give low values; cells stimulated with P. aeruginosa culture filtrate. AID 602141, 2011. 360,000 compounds, 0.36% hits;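 active = corrected activity change at or below -50% at 5 µM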
NCOA2 inhibitor: inhibition of GAL4-SRC2 driven luciferase reporter, primary screen, SRC2 inhibitor project, cell-based, luminescence; Nuclear receptor coactivator 2 (Homo sapiens), Q15596; HEK293 GAL4-SRC2 luciferase reporter; inhibition, % at 9 µM; 370,000 compounds, 0.17% hits; AID 651957, 2012;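 active = inhibition above the mean inhibition of all tested compounds plus 3 SD, set per campaign, cut at about 52% in these data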;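 also: 0% = DMSO treated cells and 100% = cells given Gossypol at 36 µM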
TROY signal inh: inhibitors of TROY-driven NF-kB signaling, primary screen, Q293 LMP1-TROYcd cells, NF-kB luciferase, uHTS | inhibition, % at 10 µM | Q293 LMP1-TROYcd NF-kB luciferase reporter, 4 h | 360,000 compounds, 0.98% hits;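 active = compounds whose plate-normalised and pattern-corrected inhibition of the luciferase reporter signal at the single screening dose is 50% or more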
SRC1 inh: SRC1 coactivator transcriptional activity inhibitors, primary screen, cell-based, luminescence. HEK293 GAL4-SRC1 luciferase reporter. AID 588354, 2011. 360,000 compounds, 0.12% hits. inhibition, % at 3.6 µM;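 active = inhibition above the campaign mean plus 3 SD, with each screening campaign given its own cutoff, cut at about 60% in these data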;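 also: 0% = DMSO treated cells and 100% = gossypol at 36 µM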
NCOA3 inh: SRC3 coactivator transcriptional activity inhibitors, primary screen, cell-based, luminescence | inhibition, % at 3.6 µM | HEK293 GAL4-SRC3 luciferase reporter | 360,000 compounds, 0.17% hits;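 active = inhibition above a per-campaign cutoff, the mean of all compounds plus 3 SD, cut at about 60% in these data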;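 also: 0% = DMSO-treated cells and 100% = gossypol-treated cells at 36 µM; higher means less SRC3-driven luciferase light from the GAL4 reporter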
CF NFkB inh: inhibitors of PAF-induced NF-kB signaling, primary screen, cell-based, GFP fluorescence, uHTS. 360,000 compounds, 0.86% hits. AID 588850, 2011. inhibition, % at 5 µM. KKLEB NF-kB-GFP reporter, GFP fluorescence overnight;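 active = at least 50% inhibition at 5 µM, scaled per plate between neutral and stimulator controls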;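 also: PAF is a Pseudomonas aeruginosa culture filtrate used as stimulus; plate controls were PAF-stimulated DMSO wells for no effect and unstimulated DMSO wells for full effect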
LRH-1 inv ag: LRH-1 (NR5A2) inverse agonists, primary screen, cell-based, luminescence, HEK293T, StAR-luciferase reporter; Nuclear receptor subfamily 5 group A member 2 (Homo sapiens), O00482; LRH-1 transfected, 24 h; inhibition, % at 3.6 µM; 360,000 compounds, 0.13% hits;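 active = inhibition above the mean inhibition of all tested compounds plus 3 SD, cut at about 73% in these data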;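 also: 0% = DMSO wells and 100% = reporter-only cells lacking LRH-1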
Target sequence (O00482 whole entry, looked up): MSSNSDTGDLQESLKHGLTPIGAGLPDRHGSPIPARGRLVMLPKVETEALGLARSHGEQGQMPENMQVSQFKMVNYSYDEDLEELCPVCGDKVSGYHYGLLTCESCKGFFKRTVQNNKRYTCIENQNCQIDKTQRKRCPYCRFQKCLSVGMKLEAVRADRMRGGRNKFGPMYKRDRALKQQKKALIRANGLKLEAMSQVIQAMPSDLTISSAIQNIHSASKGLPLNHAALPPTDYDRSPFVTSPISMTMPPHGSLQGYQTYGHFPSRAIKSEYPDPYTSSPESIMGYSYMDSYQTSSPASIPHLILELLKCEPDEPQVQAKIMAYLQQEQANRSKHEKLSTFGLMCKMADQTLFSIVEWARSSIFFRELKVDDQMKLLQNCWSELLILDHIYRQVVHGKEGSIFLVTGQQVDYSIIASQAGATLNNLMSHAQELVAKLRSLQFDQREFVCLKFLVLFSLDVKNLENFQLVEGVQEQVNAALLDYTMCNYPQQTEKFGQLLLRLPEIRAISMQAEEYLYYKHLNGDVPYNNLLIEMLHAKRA
EBV LMP1 NFkB: EBV LMP1-driven NF-kappaB luciferase reporter inhibitors, primary screen, cell-based, luminescence, single point. 350,000 compounds, 0.69% hits. LMP1-induced NF-kappaB luciferase reporter cells. inhibition, % at 12.5 µM; in the data active = inhibition above about 41%;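 also: 0% = neutral control wells and 100% = reference inhibitor control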
TWEAK-Fn14 inh: inhibitors of TWEAK-Fn14 signaling, primary screen, luciferase reporter cells, uHTS; 360,000 compounds, 2% hits; AID 1159606, 2016; inhibition, % at 10 µM; TWEAK-stimulated Fn14 reporter cells, luciferase luminescence, 8 h; in the data active = inhibition above about 50%
TRAIL sens C8: viability loss with TRAIL in NB7+C8 cells, primary screen, TRAIL sensitizer project, cell-based, ATPlite luminescence | AID 624354, 2012 | 360,000 compounds, 1% hits | inhibition (viability loss, TRAIL sensitization), % at 10 µM;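 active = compounds causing at least 50% loss of cell viability in the single-dose screen, relative to plate controls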
Starred values were filed as active, the others as inactive; x = no result given.

Structure | COUP-TFII inh | KKLEB cytotox | NCOA2 inhibitor | TROY signal inh | SRC1 inh | NCOA3 inh | CF NFkB inh | LRH-1 inv ag | EBV LMP1 NFkB | TWEAK-Fn14 inh | TRAIL sens C8
COCC(C)n1c(SCC(=O)N2CCCCC2)nc2ccccc2c1=O (configuration not stated) | -11.2 | 11.2 | -13.3 | 14.6 | 7.1 | 2.6 | 7.1 | -7.8 | 0.4 | -19.0 | 1.6
CC(C)Nc1nc(Cl)nc(Nc2ccccc2)n1 | -43.6 | 1.5 | -22.5 | -27.0 | -24.9 | -44.7 | -6.8 | -37.6 | -10.4 | -7.4 | -5.8
O=C(OCC1COc2ccccc2O1)c1c(F)cccc1F (configuration not stated) | 7.1 | -2.1 | -10.4 | -54.4 | -6.7 | -17.7 | 16.7 | -15.2 | -10.7 | -17.2 | 26.4
CC(C)NC(=O)CN(C(=O)CCC(=O)Nc1ccccn1)c1ccc(F)c(Cl)c1 | -10.5 | 2.4 | 24.4 | -6.8 | -1.0 | 12.7 | -10.2 | 13.5 | 3.4 | -11.3 | -5.7
Cc1cccc(OCC2Cn3c(nc4c3c(=O)[nH]c(=O)n4C)O2)c1 (configuration not stated) | -12.0 | -3.1 | 6.6 | -9.6 | 1.9 | 17.8 | -10.6 | -0.9 | -1.6 | 2.7 | 28.3
Cc1cc(C(=O)N2CC=C(c3ccccc3)CC2)c2ccccc2n1 | -20.2 | -4.4 | 26.2 | 23.9 | -19.5 | 20.4 | 31.0 | 18.4 | 10.4 | 3.6 | 18.9
O=c1[nH]c(CCl)nc2cc(-c3ccc(Cl)cc3)sc12 | -31.8 | -32.8 | 0.3 | -9.7 | -96.7 | -82.8 | 7.1 | -134.6 | 11.1 | 33.0 | 94.8*
CCOC(=O)N1CCC(=NNC(=O)Cn2ccc(C(F)(F)F)n2)CC1 | -19.7 | 2.2 | -27.3 | -14.1 | 7.7 | 6.3 | 2.9 | -11.9 | -8.6 | 11.2 | -2.1
COc1cccc(C(=O)Nc2cc(OC)ccc2NC(=O)c2ccco2)c1 | 1.6 | -7.4 | -8.1 | -25.9 | -2.6 | 10.2 | -9.2 | 3.1 | -4.9 | 56.0* | 3.1
CCOC(=O)c1sc(NCC2CCCO2)nc1C (configuration not stated) | -5.5 | 10.0 | -27.8 | -27.2 | -10.6 | -15.7 | -5.1 | -26.6 | -13.2 | -11.2 | -15.2
COC(=O)C1=CN(Cc2ccc(F)cc2)C=C(C(=O)OC)C1c1ccc(O)c(OC)c1 | -7.5 | -2.2 | -0.1 | 10.2 | -2.1 | -2.6 | -16.5 | -0.1 | -17.0 | 1.8 | -5.5
CC(C)CN(CC(C)C)c1nc(N)c(C#N)c(CC#N)c1C#N | -3.1 | -6.4 | 4.5 | x | 16.8 | -20.0 | -8.3 | -1.1 | 1.0 | 33.9 | -5.8
CC(C)Cc1cc(C(=O)N2CCC(N3CCC(C(=O)N4CCCC4)CC3)CC2)n[nH]1 | -2.8 | -1.9 | -5.2 | -4.5 | 0.6 | -5.9 | 12.7 | 12.3 | 1.8 | -9.3 | -8.0
CCc1ccc(NC(=O)CCc2nc3sc4c(c3c(=O)[nH]2)CCCC4)cc1 | 0.7 | -6.7 | 8.3 | 14.2 | -2.3 | -14.8 | 20.5 | 13.8 | 8.0 | -17.3 | -18.3
O=C(CSc1ncnc2c1nnn2Cc1ccc(F)cc1)NCC1CCCO1 (configuration not stated) | 3.1 | -11.2 | 2.0 | 8.9 | -7.2 | 11.8 | 34.8 | 23.4 | 4.2 | 11.3 | 15.7
Cc1ccc(S(=O)(=O)N(C)C)cc1NC(=O)Cn1c(CN2CCOCC2)nc2ccccc2c1=O | -11.7 | 0.0 | 3.8 | 3.6 | -0.8 | 3.7 | 20.6 | 6.6 | -14.2 | 15.2 | -0.6
O=C(COc1ccccc1N1C(=O)C2C3C=CC(C3)C2C1=O)c1ccccc1 (configuration not stated) | -1.4 | 10.1 | -52.7 | -9.7 | -6.8 | 9.2 | -2.7 | -4.9 | 0.9 | 5.1 | -1.6
CCC(CC)C(=O)NCCc1ccc(OC)cc1 | -9.0 | 2.8 | -26.4 | -15.2 | 13.0 | -8.3 | -3.6 | 7.0 | 1.4 | 6.6 | 4.8
Cc1ccc(S(=O)(=O)NC2CCCCC2)cc1 | 8.9 | 2.3 | 10.3 | -8.9 | 0.5 | 13.6 | -7.2 | 9.3 | -0.2 | 4.4 | -0.5
CCc1cccc(NC(=S)Nc2cccc3ccccc23)c1 | -8.8 | 20.1 | 1.7 | 52.2* | 2.8 | -17.9 | 3.3 | 14.5 | -8.4 | 6.2 | -0.8
COCCCn1c(=O)/c(=C/c2ccccc2OC(C)C)s/c1=C(\C#N)C(=O)Nc1ccc(C(=O)O)cc1 | 2.4 | 15.0 | -3.9 | 15.9 | -6.1 | -4.4 | 22.0 | -18.8 | 4.4 | 17.6 | -0.8
O=C(NC(CO)Cc1ccc([N+](=O)[O-])cc1)C(Cl)Cl (configuration not stated) | x | -38.3 | x | -0.5 | 4.7 | -2.9 | 15.9 | 18.2 | 4.2 | 1.8 | -8.4
Cc1ccc(NC(=O)NCC2CC2(Cl)Cl)cc1 (configuration not stated) | -64.0 | 3.7 | -53.5 | -68.5 | -78.4 | -66.4 | -0.1 | -130.0 | -21.0 | -23.1 | -5.5
CC(C)[C@H](NC(=O)C1CCC(CNC(=O)[C@@H]2CCCN2C(=O)OC(C)(C)C)CC1)C(=O)O (some centres not stated) | 4.8 | -1.2 | -12.2 | 1.0 | -15.8 | 11.4 | -5.4 | -1.3 | -0.5 | 2.4 | -15.5
Cc1nc(NC(=O)CSC2=NCCS2)sc1C(=O)N(C)C | 13.6 | 11.0 | -4.8 | -1.2 | -31.2 | 2.4 | 0.5 | -42.2 | 10.3 | -16.1 | 6.0

Next section:
Structure | COUP-TFII inh | KKLEB cytotox | NCOA2 inhibitor | TROY signal inh | SRC1 inh | NCOA3 inh | CF NFkB inh | LRH-1 inv ag | EBV LMP1 NFkB | TWEAK-Fn14 inh | TRAIL sens C8
COc1cc(NC(=O)c2ccco2)c(C(=O)O)cc1OC | -1.3 | 2.2 | -13.3 | 12.6 | 1.1 | 4.3 | 3.6 | 4.7 | 13.4 | 25.6 | 1.9
CNC(=O)NC(=O)Cn1cnc2sc(-c3ccccc3)cc2c1=O | -4.0 | -3.6 | -24.7 | -45.5 | -14.2 | -3.2 | -0.9 | -12.5 | x | -10.5 | 8.6
COc1ccc(NCc2nnc(SCC(=O)Nc3nc(-c4ccccc4)cs3)n2-c2ccccc2)cc1 | -2.7 | -11.8 | -7.5 | -5.0 | -16.7 | 20.6 | -5.6 | 10.9 | -72.9 | -2.8 | -3.3
COCc1c(C)cc(C)c(/C=N/O)c1C | -1.4 | -1.7 | -13.5 | -5.8 | -7.5 | 6.8 | -11.8 | -4.2 | -5.3 | -4.2 | 3.6
CC(=O)c1ccc(OCCCC(=O)NCC(c2ccco2)N(C)C)cc1 (configuration not stated) | -8.2 | -14.2 | 1.8 | -7.4 | -6.0 | 4.9 | -4.3 | -5.6 | -1.9 | 13.7 | 7.9
CC1(C)C(=O)Nc2ccccc2N1C(=O)COc1ccc(S(=O)(=O)N2CCOCC2)cc1Cl | -3.9 | -0.1 | 9.7 | 14.1 | -28.5 | 20.7 | -2.2 | -2.9 | -2.5 | 9.5 | -0.3
COc1ccc(-c2nnn(CC(=O)N(CCCO)C(C(=O)NC3CCCC3)c3ccncc3)n2)cc1 (configuration not stated) | 3.4 | -5.6 | -4.2 | -3.5 | 3.4 | 7.4 | 13.6 | -8.4 | 5.5 | -3.6 | -18.2
O=C(CN1C(=O)NC2(CCc3ccccc32)C1=O)Nc1ccccc1OC(F)F (configuration not stated) | -23.5 | -1.7 | -17.4 | 7.6 | 6.7 | 13.6 | -2.1 | 14.1 | -11.7 | 3.1 | 7.5
COc1ccc(NC(=O)c2cccc3c2C(=O)c2ccc(-c4ccc(F)cc4OCc4ccccc4)cc2S3(=O)=O)cc1 | -14.7 | -57.1* | 8.9 | 3.8 | -13.3 | 5.7 | 46.1 | 7.9 | -6.8 | -46.2 | 59.0*
CCC(C)C(=O)Nc1cc(OC)c(OC)cc1C(=O)O (configuration not stated) | 5.3 | 12.8 | 10.0 | 15.7 | -6.6 | -4.3 | -11.5 | 7.3 | -3.5 | -14.7 | -6.1
COCc1cc(C)nc2sc(C(=O)OC(C)C)c(N)c12 | 13.3 | 0.4 | -16.3 | -26.8 | -35.6 | 19.7 | -5.2 | 1.4 | -8.0 | -2.2 | 12.7
Cc1cc(NS(=O)(=O)c2ccc(NC(=O)C(C)Oc3ccc(Cl)cc3)cc2)no1 (configuration not stated) | 7.1 | -1.1 | 7.2 | 4.5 | -3.7 | 4.1 | 14.8 | 13.9 | 11.0 | -0.3 | 6.1
CC1=CC(C)(C)[N+](C)(C)c2ccccc21 | 10.6 | 0.3 | -12.2 | 13.7 | -2.2 | 16.9 | 4.8 | -7.7 | -0.9 | 23.3 | -1.0
CC1(C)CC(=O)C=C(c2cccs2)C1 | 5.5 | 0.5 | -1.9 | -5.9 | 1.4 | 1.2 | -0.3 | 41.0 | 3.3 | 5.8 | -19.3
CCC(C)(C(=O)NC1CCCC1)N(C(=O)c1cnccn1)c1c(C)n(C)n(-c2ccccc2)c1=O (configuration not stated) | x | 2.7 | x | 12.5 | 4.7 | -2.1 | 3.9 | -5.5 | -3.4 | 11.4 | -7.8
CCOc1ccccc1Nc1nnc(SCC(=O)Nc2ccc3[nH]c(=O)[nH]c3c2)s1 | -0.7 | -2.9 | -44.5 | 19.1 | -9.6 | 7.6 | -19.4 | -8.2 | -6.7 | -21.5 | -1.2
O=C(CCCc1ccccc1)c1ccccc1 | -19.1 | 2.6 | -62.0 | -24.7 | -129.4 | -104.8 | -12.2 | -89.6 | -8.5 | -39.3 | 3.5

Reprinted at random: two entries already listed, in no set order.
Structure | COUP-TFII inh | KKLEB cytotox | NCOA2 inhibitor | TROY signal inh | SRC1 inh | NCOA3 inh | CF NFkB inh | LRH-1 inv ag | EBV LMP1 NFkB | TWEAK-Fn14 inh | TRAIL sens C8
O=C(NC(CO)Cc1ccc([N+](=O)[O-])cc1)C(Cl)Cl (configuration not stated) | x | -38.3 | x | -0.5 | 4.7 | -2.9 | 15.9 | 18.2 | 4.2 | 1.8 | -8.4
CC(C)[C@H](NC(=O)C1CCC(CNC(=O)[C@@H]2CCCN2C(=O)OC(C)(C)C)CC1)C(=O)O (some centres not stated) | 4.8 | -1.2 | -12.2 | 1.0 | -15.8 | 11.4 | -5.4 | -1.3 | -0.5 | 2.4 | -15.5
